Screens: PubChem BioAssay, several laboratories
KOR beta-arrestin-1 = kappa opioid receptor blockers – cell-based, luminescence, uHTS (AID 1778) | KOR beta-arrestin recruitment, luminescence, antagonist mode; higher % means a stronger effect | inhibition, % at 10 µM, or IC50 in µM where a hit was titrated | 290,000 tested, 0.091% active; in the data active means inhibition above about 50%; further: strong numbers were not always called active
K1F lysis inhibition = inhibition of K1F phage lysis, E. coli UTI89, bacterial capsule biogenesis inhibitors, alamar blue (AID 488966). E. coli UTI89 K1F phage lysis, alamar blue, 2 h; higher % means a stronger effect. inhibition, % at 100 µM; hits with a dose series show IC50 in µM. 340,000 tested, 0.02% active;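 active means phage lysis inhibition, versus mean bacterial control, above a set limit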;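 further: capsule biogenesis inhibitors block K1F phage lysis so surviving cells raise fluorescence; higher fluorescence means more inhibition of phage lysis; actives were called in the ten point dose series up to 300 µM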
GPR55 LPI antagonism = inhibition of LPI-stimulated GPR55 beta-arrestin translocation – imaging, U2OS, beta-arrestin-GFP, LPI agonist, primary screen (AID 2013); U2OS GPR55 beta-arrestin-GFP translocation imaging, LPI antagonism; higher % means a stronger effect; inhibition, % at 10 µM, or IC50 in µM where a hit was titrated; 290,000 tested, 0.13% active;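 active means spots per cell inhibited over 60%, with over 100 cells counted and total cytoplasm intensity under 500,000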;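 further: U2OS cells stably carrying GPR55 and arrestin-GFP stimulated by 5 µM LPI near EC80; imaged beta-arrestin-GFP aggregate spots per cell after agonist stimulation; plate controls were LPI-stimulated DMSO wells for no effect and DMSO wells without LPI for full effect; some results filed as inactive read as strong as hits; confirmed hits need IC50 under 10 µM and bright autofluorescent wells are also inconclusive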
KOR beta-arrestin-2 = KOR agonists, beta-arrestin recruitment, primary screen, cell-based, luminescence, uHTS (AID 1777). KOR beta-arrestin recruitment, luminescence; higher % means a stronger effect. one-dose activation, % at 10 µM; EC50 in µM for titrated hits. 280,000 tested, 0.02% active; in the data active means activation above about 50%, passing the limit was not always enough; further: a part of the inactive calls stands beside numbers as strong as those of hits
NOD1 inhibition = NOD1 signaling inhibitors, primary screen, cell-based, luminescence, uHTS (AID 1578) | NOD1-driven NF-kB luciferase reporter cells, luminescence; higher % means a stronger effect | one-dose inhibition, % at 4 µM; EC50 in µM for titrated hits | 290,000 tested, 1% active; in the data active means inhibition mostly above about 36%, no sharp cut-off; inactive means mostly below about 34%;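 further: HEK-293T reporter cells stimulated with the NOD1 agonist gamma-tri-DAP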
GPR35 antagonists = inhibition of zaprinast-stimulated GPR35 beta-arrestin translocation – imaging, U2OS, beta-arrestin-GFP, zaprinast agonist, primary screen (AID 2058); inhibition, % at 10 µM; hits with a dose series show IC50 in µM; U2OS GPR35 beta-arrestin-GFP translocation imaging, zaprinast antagonism; higher % means a stronger effect; 290,000 tested, 0.052% active;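 active means inhibition of at least 50% with at least 30 cells and total cytoplasm GFP at most 10,000,000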
Rac1 GTP hydrolysis = MgcRacGAP GTPase-activating activity inhibitors, confirmation, biochemical, ADP Hunter fluorescence; MgcRacGAP-stimulated Rac1 GTP hydrolysis, ADP Hunter fluorescence; higher % means a stronger effect; GST-tagged Rac1 F28L mutant substrate; 340,000 tested, 0.6% active; AID 624330; one-dose inhibition, % at 30 µM; IC50 in µM for titrated hits;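 active means first-screen hits whose inhibition reached a set limit at any dose in the follow-up dose series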;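 further: fluorescence reports GDP produced by GAP-driven GTP hydrolysis; strong numbers were not always called active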
GPR55 beta-arrestin = GPR55 agonists via beta-arrestin recruitment, primary screen, imaging, U2OS cells, beta-arrestin-GFP redistribution (AID 1961) | U2OS GPR55 beta-arrestin-GFP redistribution imaging; higher % means a stronger effect | one-dose activation, % at 10 µM; EC50 in µM for titrated hits | 290,000 tested, 0.048% active;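 active means activation above 40% with more than 50 cells counted in the well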;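 further: U2OS osteosarcoma cells stably expressing GPR55 and beta-arrestin-GFP; plate controls were DMSO negative control for no effect and LPI positive control for full effect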
NTR1 ag = agonists of NTR1, primary screen, imaging, U2OS cells, beta-arrestin-GFP, high content (AID 493036). P30989. NTR1-U2OS beta-arrestin-GFP spot imaging, agonist mode. activation, % at 20 µM. 330,000 tested, 0.17% active;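 active means activation at or above 40% of the spot to cytoplasm intensity ratio, with at least 20 cells analyzed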;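 further: 0% = DMSO without peptide and 100% = 100 nM NTR1 peptide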
Target sequence (P30989 whole entry, looked up): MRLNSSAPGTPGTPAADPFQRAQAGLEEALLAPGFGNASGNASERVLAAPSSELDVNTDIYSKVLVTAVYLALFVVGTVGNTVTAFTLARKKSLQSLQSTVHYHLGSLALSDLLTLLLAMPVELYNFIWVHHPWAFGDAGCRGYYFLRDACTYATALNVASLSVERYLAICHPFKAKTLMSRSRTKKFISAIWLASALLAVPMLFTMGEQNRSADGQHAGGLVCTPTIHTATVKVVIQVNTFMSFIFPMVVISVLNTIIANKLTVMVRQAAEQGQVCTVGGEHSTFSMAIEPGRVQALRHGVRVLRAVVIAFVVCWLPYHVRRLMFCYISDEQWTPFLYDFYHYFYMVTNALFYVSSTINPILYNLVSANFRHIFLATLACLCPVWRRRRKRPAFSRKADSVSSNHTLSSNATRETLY
NTR1 ag cell count 20 µM = recorded beside NTR1 ag, whose call it bears; cell count; measured here: cell count, cytotoxicity flag
* marks the source's active call; other numbers are inactive results; · = no result given; [ ] = another dose, or the depositor's remark. Not all compounds are listed; count on the stated rates, not on these rows.

The first 2 records, to show the layout:
SMILES,KOR beta-arrestin-1,K1F lysis inhibition,GPR55 LPI antagonism,KOR beta-arrestin-2,NOD1 inhibition,GPR35 antagonists,Rac1 GTP hydrolysis,GPR55 beta-arrestin,NTR1 ag,NTR1 ag cell count 20 µM
COCCCNC(=O)CCc1c(C)nc2c(c(C)nn2-c2ccccc2)c1C,-22%,-1.4%[50 µM],-4%,-2.5%,-1%,7%,9%,0.0%,0.2,79
O=C(CC1S/C(=N\S(=O)(=O)c2ccc(F)cc2)N(c2ccccc2)C1=O)Nc1ccccc1 (stereo not given),·,0.7%,12%,-0.7%,-25%,5%,8%,0.2%,2.0,48

Results, previewed entries included:
SMILES,KOR beta-arrestin-1,K1F lysis inhibition,GPR55 LPI antagonism,KOR beta-arrestin-2,NOD1 inhibition,GPR35 antagonists,Rac1 GTP hydrolysis,GPR55 beta-arrestin,NTR1 ag,NTR1 ag cell count 20 µM
COCCCNC(=O)CCc1c(C)nc2c(c(C)nn2-c2ccccc2)c1C,-22%,-1.4%[50 µM],-4%,-2.5%,-1%,7%,9%,0.0%,0.2,79
O=C(CC1S/C(=N\S(=O)(=O)c2ccc(F)cc2)N(c2ccccc2)C1=O)Nc1ccccc1 (stereo not given),·,0.7%,12%,-0.7%,-25%,5%,8%,0.2%,2.0,48
CCN(C(=O)CCc1nnc2ccc(N3CCC4(CC3)OCCO4)nn12)c1ccccc1,-28%,0.2%,-1%,2.5%,0%,-9%,8%,-0.2%,-0.1,54
Cc1cc(C)cc(N(C(=O)CCC(=O)Nc2cc(C)on2)C(C(=O)NC2CCCC2)c2ccco2)c1 (stereo not given),11%[20 µM],-1.6%,12%,-8.1%,-24%,-4%,-3%,0.2%,0.1,36
CCOC(=O)CSc1nc2sc3c(c2c(=O)n1-c1ccccc1)CCN(C)C3,-30%[20 µM],0.7%,-11%,0.9%,-38%,-3%,10%,0.2%,0.9,60
CC(C)c1nnc(NC(=O)CCN2C(=O)c3ccccc3C2=O)s1,16%,1.9%[50 µM],·,-1.3%,3%,8%,1%,-0.2%,-0.3,51
COc1ccccc1-c1nnc2sc(-c3ccc(N(C)C)cc3)nn12,-126%,0.0%,-24%,0.3%,-35%,-14%,7%,-0.2%,9.6,56
CCOP(=O)(OCC)C(NC(=O)Nc1ccc(C)c(Cl)c1)c1ccccc1 (stereo not given),19%,-0.1%,3%,-4.3%,-14%,14%,7%,-0.2%,1.5,86
O=C(NCCN1CCCC1)C1COc2ccccc2O1 (stereo not given),-41%,0.4%,-6%,-12%,-6%,-12%,10%,-0.3%,1.8,79
COc1cc2nc(C3CCC3)nc(N3CCN(c4ccccn4)CC3)c2cc1OC,-58%,-0.7%[50 µM],1%,4.6%,-5%,-2%,13%,1.1%,19,40
CCNC(=S)/C(=C(/[O-])c1ccc([N+](=O)[O-])cc1)[n+]1ccccc1,-2%,-0.1%,8%,7.3%,-15%,-6%,7%,0.2%,0.2,58
COc1cccc(NC(=O)c2ccccc2-c2nc(-c3cccc(C)c3)no2)c1,2%,6.4%,5%,0.5%,-42%,5%,1%,0.2%,2.1,55
COc1cccc(N=Nc2c(=O)[nH]n3c(C)cc(C)nc23)c1,-2%,1.4%[50 µM],-4%,-3.2%,-22%,-9%,10%,0.5%,1.2,46
O=c1[nH]c(N/N=C/c2ccc(O)cc2)nc2ccccc12,-3%,-1.3%,3%,-3.2%,-28%,5%,32%,-0.3%,-0.8,31
COc1cccc(/C=C/c2nc(C#N)c(NCC(C)C)o2)c1,0%,1.4%,9%,-5.5%,6%,-1%,7%,-0.1%,3.2,40
CC(=O)N1CCN(S(=O)(=O)c2c(C)n(C)c(=O)n(C)c2=O)CC1,11%,1.2%[50 µM],18%,-0.5%,6%,-10%,6%,-0.1%,-0.4,70
CCOc1ccc(N(CC(=O)Nc2ccc3c(c2)OCCO3)S(=O)(=O)c2c(C)noc2C)cc1,30%,-0.9%,10%,-1.1%,-9%,12%,-1%,-0.1%,1.0,55
Cc1ccc(S(=O)(=O)N2CCCC2)s1,10%,0.0%,4%,5.0%,-24%,6%,2%,-0.1%,2.4,56
CC(=O)c1ccc(NC(=O)c2ccc(CSc3ccccc3)o2)cc1,4%,-0.7%,-4%,-1.0%,-18%,-7%,4%,0.1%,-0.8,85
C=CCNC(=O)C(=O)NCCOc1ccccc1Cl,13%,0.3%,4%,0.2%,-5%,-8%,7%,0.5%,0.1,64

4 of the entries above in order of the NOD1 inhibition value, lowest first:
SMILES | NOD1 inhibition
O=C(CC1S/C(=N\S(=O)(=O)c2ccc(F)cc2)N(c2ccccc2)C1=O)Nc1ccccc1 (stereo not given) | -25%
CCOc1ccc(N(CC(=O)Nc2ccc3c(c2)OCCO3)S(=O)(=O)c2c(C)noc2C)cc1 | -9%
C=CCNC(=O)C(=O)NCCOc1ccccc1Cl | -5%
COCCCNC(=O)CCc1c(C)nc2c(c(C)nn2-c2ccccc2)c1C | -1%

New compounds follow:
SMILES,KOR beta-arrestin-1,K1F lysis inhibition,GPR55 LPI antagonism,KOR beta-arrestin-2,NOD1 inhibition,GPR35 antagonists,Rac1 GTP hydrolysis,GPR55 beta-arrestin,NTR1 ag,NTR1 ag cell count 20 µM
COc1ccc(S(=O)(=O)N(CC(=O)O)c2ccc(C)cc2)cc1,12%,3.1%,22%,-0.6%,-15%,14%,2%,-0.1%,1.0,59
CCOC(=O)c1cc(-c2ccc(OC)cc2)nc2c1c(C)nn2CCC#N,-10%,-0.4%,-12%,6.7%,1%,-14%,6%,-0.1%,4.9,88
CS(=O)(=O)N(CC(=O)Nc1ccccc1-c1ccccc1)c1ccc(F)cc1,-34%[20 µM],0.5%,1%,·,-24%,1%,10%,-0.1%,2.5,48
COc1ccc(N2CC(=O)N(c3ccc(OC)c(OC)c3)CC2=O)cc1OC,-3%,0.2%,-12%,-12%,6%,-1%,11%,0.3%,2.0,65
COc1ccc(NC(=O)N2CCCC2C(=O)NCc2ccc(C)cc2)cc1 (stereo not given),-32%[20 µM],-0.6%,6%,-7.0%,-4%,4%,-13%,-0.1%,0.8,24
O=[N+]([O-])c1ccc(Nc2ccc(N3CCOCC3)cc2)c([N+](=O)[O-])c1,-5%,0.1%,10%,-2.2%,3%,2%,10%,-0.3%,1.3,94
Cc1cccc(NNC(N)=S)c1C,5%,0.6%,6%,0.4%,-39%,6%,5%,-0.3%,0.0,65
O=[N+]([O-])c1cc(S(=O)(=O)NCCN2CCOCC2)ccc1Sc1nnnn1-c1ccccc1,-25%,-0.9%,-4%,9.8%,46%,7%,7%,-0.3%,2.1,60
Cn1c(=O)c2c(nc(CN3CCC(C(N)=O)CC3)n2CCCc2ccccc2)n(C)c1=O,10%,0.1%,-3%,3.6%,-13%,0%,3%,0.4%,2.1,83
CC(CNC(=O)c1ccc(C(C)(C)C)cc1)CN(C)C (stereo not given),-44%,4.2%,-5%,2.9%,40%,10%,12%,-0.5%,-0.8,55
NC(=O)[C@@H]1CCCN1Cc1nc(-c2ccccc2)no1,-59%[20 µM],0.1%,-4%,·,-41%,10%,4%,0.2%,0.4,64
N#CCCn1cc(/C=C2\NC(=S)N(c3ccccc3)C2=O)c(-c2ccc(-c3ccccc3)cc2)n1,-65%[20 µM],1.7%,21%,-0.7%,-23%,-15%,9%,0.6%,6.4,55
O=C(N/N=C/c1cccc(C(F)(F)F)c1)c1ccccc1O,29%,0.4%,11%,-3.6%,-41%,1%,6%,0.2%,0.3,71
COc1cccc(NC(=O)CSCc2n[nH]c(=O)[nH]2)c1,5%,2.3%,10%,1.5%,-12%,-3%,5%,-0.2%,0.2,52
CC(/C=C/c1ccccc1)=N\Nc1nc2c(c(=O)[nH]c(=O)n2C)n1CCO,34%,·,-2%,-5.0%,-3%,8%,·,-0.1%,-0.2,45
Cc1cc(C)c(N2C(=NC(=O)CCCC(=O)O)SC3CS(=O)(=O)CC32)c(C)c1 (stereo not given),-16%,0.2%,2%,2.8%,-9%,0%,12%,0.2%,-1.0,59
C=CCC(c1ccccc1F)N(CCN1CCOCC1)C(=O)Nc1cccc(Cl)c1 (stereo not given),1%,0.1%,1%,3.4%,8%,3%,8%,0.3%,2.9,96
CCOC(=O)C(=O)c1c(C)cc2ccccn12,-53%,0.1%,-2%,3.8%,-27%,3%,2%,0.2%,·,·
Cc1ccc(C2=NS(=O)(=O)N(C)C(C(=O)N(C)C3CCCCC3)=C2)cc1,14%[20 µM],0.9%,-2%,-3.4%,-6%,-1%,-10%,-0.1%,-3.9,46
O=C(COc1ccc2c3c(c(=O)oc2c1)CCC3)NCC(O)c1ccccc1 (stereo not given),6%,0.1%,12%,-1.8%,-35%,-11%,8%,0.5%,-0.6,45

As entered above.
In GPR35 antagonists, C=CCNC(=O)C(=O)NCCOc1ccccc1Cl is listed with -8%
In KOR beta-arrestin-1, COc1ccc(NC(=O)N2CCCC2C(=O)NCc2ccc(C)cc2)cc1 (stereo not given) is listed with -32%[20 µM]

More results:
SMILES,KOR beta-arrestin-1,K1F lysis inhibition,GPR55 LPI antagonism,KOR beta-arrestin-2,NOD1 inhibition,GPR35 antagonists,Rac1 GTP hydrolysis,GPR55 beta-arrestin,NTR1 ag,NTR1 ag cell count 20 µM
O=C(NCc1cccnc1)Nc1ccccc1,-13%,0.1%,-1%,-0.4%,-24%,-8%,10%,-0.3%,-0.6,83
Cc1c(Cl)cccc1NC(=O)N1CCN(C(=O)c2ccco2)CC1,-18%,0.6%,18%,4.2%,16%,-3%,3%,0.3%,3.7,36
CC1(C)NC(=O)N(CCOc2cccc(Cl)c2Cl)C1=O,12%,-0.1%,-3%,-3.0%,-7%,9%,6%,0.7%,0.1,46
COc1ccc(S(=O)(=O)N(CCN2CCOCC2)Cc2cc(OC)ccc2OC)cc1,24%,0.7%,-8%,13%,-4%,-4%,5%,-0.1%,1.2,69
